From PubChem BioAssay
PI5P4K alpha inh = qHTS for Inhibitors of phosphatidylinositol 5-phosphate 4-kinase (PI5P4K); AID 652105, 2013; 330,000 compounds, 1.2% hits; Phosphatidylinositol 5-phosphate 4-kinase type-2 alpha (Homo sapiens), P48426; PI5P4Kalpha enzyme, ADP-Glo luminescence, 60 min; hits give low values; max response, %; active means max response of -50% or lower; inconclusive means between -30% and -50%; inactive means -30% or higher; further: value at the top dose of about 77 µM; on the % scale 0 is the no-effect control and ±100 the full control effect
Target sequence (P48426 whole entry, looked up): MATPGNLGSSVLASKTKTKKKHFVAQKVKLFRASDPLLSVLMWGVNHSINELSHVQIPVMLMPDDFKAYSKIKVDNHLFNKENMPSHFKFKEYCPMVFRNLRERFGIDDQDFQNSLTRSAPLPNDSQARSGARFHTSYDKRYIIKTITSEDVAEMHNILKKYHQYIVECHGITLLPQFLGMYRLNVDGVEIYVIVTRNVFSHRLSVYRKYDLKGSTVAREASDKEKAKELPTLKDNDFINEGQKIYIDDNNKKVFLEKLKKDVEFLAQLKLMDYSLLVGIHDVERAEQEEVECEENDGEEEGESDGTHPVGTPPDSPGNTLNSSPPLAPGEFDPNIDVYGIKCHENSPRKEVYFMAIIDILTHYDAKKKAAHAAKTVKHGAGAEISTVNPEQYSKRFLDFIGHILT
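Quantitative HTS of the MLSMR library against PI5P4Kalpha with substrate. ATP added last at 5 microM final; room temperature, 60 minutes. Remaining ATP depleted, ADP converted and read as luminescence.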
DRD3 antagonist = qHTS of D3 Dopamine Receptor Antagonist: qHTS | D(3) dopamine receptor (Homo sapiens), P35462 | D3R cells, DiscoveRx beta-arrestin luminescence, antagonist mode; hits give low values | max response, negative = inhibition, % | 360,000 compounds, 2.5% hits | AID 652054, 2013; in the data active means max response below about -50%; inconclusive means no clear call, values can overlap the other calls; further: on the % scale 0 is the no-effect control and ±100 the full control effect; mostly tested at two doses, the higher about 12 µM
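Cells plated overnight at 1500 cells/well, then exposed to library compounds with dopamine controls for 90 minutes at 37 degrees C. DiscoveRx reagent added for 30–60 minutes at room temperature; luminescence read, quantitative HTS format.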
WRN helicase inh = qHTS for Inhibitors of WRN Helicase | Bifunctional 3'-5' exonuclease/ATP-dependent helicase WRN (Homo sapiens), Q14191 | WRN helicase unwinding, fluorescent forked duplex, kinetic | Potency, µM (titrated, usually from 114 µM), without a hit: top-dose activity change, negative = inhibition, usual class: inhibitors | 360,000 compounds, 0.46% hits | AID 651768, 2012; further: potency means the concentration at half of the fitted maximal effect; on the % scale 0 is the no-effect control and ±100 the full control effect; nearly all actives have a fitted effect of over 55% in size
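WRN at 20 nM final was preincubated with compound for 15 min at room temperature; reaction started with 100 nM forked duplex oligonucleotide carrying fluorophore and quencher plus 2 mM ATP (final). Unwinding followed kinetically by red fluorescence (ex 525/em 598 nm).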
GLP-1R agonist = qHTS of GLP-1 Receptor Agonists; Potency, µM (titrated, usually from 45.6 µM), for inactives: at the highest dose activation, hits mostly activators; Glucagon-like peptide 1 receptor (Homo sapiens), P43220; 380,000 compounds, 0.007% hits; AID 624172, 2012; HEK293 GLP-1R CRE-luciferase, luminescence, 4-6 h; cells express a hypersensitive GLP-1R form; further: potency means the concentration at half of the fitted maximal effect; % of control where 0% means no effect
D3 ag = qHTS of D3 Dopamine Receptor Agonist: qHTS. D(3) dopamine receptor (Homo sapiens), P35462. D3R DiscoveRx beta-arrestin cells, luminescence, 90 min. max activation, %. 410,000 compounds, 0.58% hits; in the data active means max activation above about 30%; further: 0% is about no effect; mostly tested at two doses, the higher about 12 µM
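Agonist mode: compounds and dopamine controls were applied to plated cells for 90 min at 37 degrees C after an overnight attachment at 1500 cells/well. Luminescent read-out followed 30 - 60 minutes at room temperature with DiscoveRx detection reagent.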
IL-2 act = qHTS of IL-2 Activators. 360,000 compounds, 0.065% hits. AID 652025, 2013. activation, % (series mostly up to about 46 µM). IL-2 activation reporter assay, cell-based qHTS; stimulated with anti-CD3/CD4/CD28 beads; in transgenic mouse T cells; in the data active means activation above about 50%; inconclusive means mostly about 30% to 49%; further: 0% is about no effect
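Readout is EGFP and DsRed signal by fluorescent plate cytometry after 18 h at 37 degrees C. Transgenic mouse T cells (750/well) received compound for 60 min before bead stimulation (anti-CD3, anti-CD4, anti-CD28); memory T cells served as non-tolerant control.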
GLP1R inv ag = qHTS of GLP-1 Receptor Inverse Agonists (Inhibition Mode) | Glucagon-like peptide 1 receptor (Homo sapiens), P43220 | HEK293 GLP-1R CRE-luciferase, luminescence, 24 h; GLP-1R form is constitutively active | Potency, µM (series often up to 38.3 µM), without a hit: top-dose activity change, negative = inhibition, hits mostly inhibitors | 410,000 compounds, 1.6% hits; further: potency means the concentration at half of the fitted maximal effect; on the % scale 0 is the no-effect control and ±100 the full control effect; nearly all actives have a fitted effect of over 55% in size
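Readout was luciferase luminescence, measured 12 min after detection reagent at room temperature. Beforehand, GLP-1R reporter HEK293 cells had sat 12 h, then received compounds for 24 hr at 37 deg C.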
PLK1 PBD inh = qHTS for Inhibitors of PLK1-PDB (polo-like kinase 1 - polo-box domain): Primary Screen; 360,000 compounds, 2.8% hits; Serine/threonine-protein kinase PLK1 (Homo sapiens), P53350; Plk1 PBD binding of FITC phosphopeptide, fluorescence polarization; Potency, µM, for the others: max response, negative = inhibition, most hits filed as inhibitors; AID 720504, 2013; further: potency means the concentration at half of the fitted maximal effect; series mostly up to about 57 µM; on the % scale 0 is the no-effect control and ±100 the full control effect; nearly all actives have a fitted effect of over 65% in size
Target sequence (P53350 whole entry, looked up, the tested form may be a part): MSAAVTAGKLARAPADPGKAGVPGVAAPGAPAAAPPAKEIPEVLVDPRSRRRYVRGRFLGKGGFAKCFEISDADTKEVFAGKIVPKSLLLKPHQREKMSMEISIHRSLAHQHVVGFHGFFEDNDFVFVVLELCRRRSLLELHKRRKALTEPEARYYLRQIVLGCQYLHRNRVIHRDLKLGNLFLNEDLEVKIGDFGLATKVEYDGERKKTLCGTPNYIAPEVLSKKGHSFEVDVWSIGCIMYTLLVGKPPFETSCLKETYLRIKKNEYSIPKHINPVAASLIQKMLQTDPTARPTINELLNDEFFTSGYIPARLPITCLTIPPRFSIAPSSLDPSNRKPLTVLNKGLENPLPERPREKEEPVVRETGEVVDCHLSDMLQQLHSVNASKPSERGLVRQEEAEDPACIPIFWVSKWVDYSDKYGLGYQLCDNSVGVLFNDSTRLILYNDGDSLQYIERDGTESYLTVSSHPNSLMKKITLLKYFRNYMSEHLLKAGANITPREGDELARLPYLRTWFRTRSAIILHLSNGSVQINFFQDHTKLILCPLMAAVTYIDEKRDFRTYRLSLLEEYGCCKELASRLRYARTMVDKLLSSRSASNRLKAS
HEK293 tox = qHTS of GLP-1 Receptor Inverse Agonists: Cytotox Screen; HEK293 cAMP-luciferase reporter cells, luminescence, 24 h; Potency, µM (series often up to 38.3 µM), for inactives: at the highest dose activity change, negative = inhibition, actives largely listed as inhibitors; 410,000 compounds, 0.13% hits;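 further: loss of luciferase light is scored as toxicity; potency means the concentration at half of the fitted maximal effect; on the % scale 0 is the no-effect control and ±100 the full control effect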
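Compound-treated cells are incubated 24 hr at 37 deg C under 5% CO2 after a 12 hour attachment period, then luciferase detection reagent is added and luminescence is measured following 12 min at room temperature; lowered signal indicates toxicity.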
* hit, by the source's call; ? = inconclusive; / = no result given; & = joins results of further samples; [ ] = dose if it differs, or a comment. Unless noted, the call rests on the fitted dose curve; in most records, active means well fitted curve in the direction sought with a large enough effect; inconclusive means small, poorly fitted or top-dose-only effect, or another doubt; inactive means no such curve, though single readings can be large; an effect the other way counts as inactive or inconclusive. This is a subset; the hit share may differ from the screen's.

Fields: GLP1R inv ag | PI5P4K alpha inh | HEK293 tox | D3 ag | DRD3 antagonist | PLK1 PBD inh | GLP-1R agonist | WRN helicase inh | IL-2 act
(1) CSC1=NP(=S)(SC)N2CCCC2=C1C#N (centres undefined)
  8% | / | 0% | 5 | 22 | -9% | -5% | 5% | 0.7
(2) COc1ccc(CN2C(=O)NC(=O)/C(=C\c3cccc(OC)c3OC)C2=O)cc1
  1% | -28 | 15% | 1 | 3 | 30µM* | 0% | ? | 3.1
(3) COc1cc(C2(C#N)CCN(C)CC2)cc(OC)c1OC
  26% | 3 | 1% | -1 | -3 | 3% | 10% | 7% | -0.6
(4) CC=C(C)C1(CCC)C(=O)NC(=S)NC1=O
  -1% | 13 | -10% | 7 | 9 | -1% | -3% | 1% | -3.4
(5) CCCCCCCSc1cc(OC)c(CCN(C)C)cc1OC
  -5% | 1 | ? | -16 | -66* | -6% | -24% | -19% | -8.4
(6) Fc1ccc(C(OCCN2CCCC2)c2ccc(F)cc2)cc1
  ? | 10 | -9% | -46 | -61* | -13% | -5% | -18% | -0.6
(7) C[C@H]1OC[C@@H](C[N+](C)(C)C)O1
  31% | -19 | 5% | -18 | 0 | -18% | -1% | -2% | 1.7
(8) CCOC(=O)[C@]12Cc3c(cc(OC)c(OC)c3OC)[C@H]1N(CCC(=O)OC)C(=O)c1ccccc12
  ? | 1 | -13% | -11 | 0 | ? | -7% | 8% | -1.0
(9) COC(=O)C1=C(c2cccc(OC)c2OC)C[C@@H]2CC[C@H]1N2C(=O)NCCO
  17% | 0 | -6% | -12 | -9 | -4% | -1% | -9% | 1.6
(10) CC(CCc1ccccc1)NC(=O)COC(=O)c1ccc(S(C)(=O)=O)c([N+](=O)[O-])c1 (centres undefined)
  ? | -7 | ? | -18 | -78* | ? | -2% | ? | -6.2
(11) C=CCC1(CC)C(=O)NC(=S)NC1=O
  6% | -2 | -1% | 4 | 3 | -3% | -11% | -3% | -1.0
(12) COc1ccc(-c2ccc3c(c2)CNCc2cnnn2-3)cc1
  7% | 6 | -1% | 3 | 10 | -13% | -4% | 5% | -0.2
(13) Cc1ccc(NC(=O)c2ccc(C)c(S(=O)(=O)N3CCCCC3)c2)nc1
  ? | 3 | -4% | -14 | -17 | -7% | 13% | -8% | -5.4
(14) CCOC(=O)[C@]12Cc3cc(Cl)ccc3[C@H]1N(C(C)C)C(=O)c1ccccc12
  ? | -2 | ? | -5 | -13 | 9.5µM* | -14% | -8% | -0.9
(15) CC12CC(c3ccccc3O1)C(C(=O)OCc1ccccc1)C(=O)N2 (centres undefined)
  ? | 3 | -8% | 1 | -8 | ? | 3% | -6% | -1.6
(16) Cc1ccc(CS(=O)(=O)CCC(=O)N2CCC3(CC2)OCCO3)cc1
  3% | / | 8% | -2 | 5 | 1% | 1% | -2% | -1.5
(17) COc1ccc(-c2nc3ccc(C)cn3c2NCc2ccccc2)cc1SC1CCCCC1
  ? | -16 | ? | -12 | -4 | -5% | -1% | 11% | -0.7
(18) O=C1N[C@H](Cc2c[nH]c3ccccc23)COC(=O)[C@H](Cc2ccc(F)cc2)C/C=C\C[C@H]1CC(=O)N(CCO)Cc1ccccc1
  ? | -1 | -58% | -3 | 32 | 5% | -2% | -9% | -4.0
(19) COc1ccc2c3c1OC1C(=O)CC[C@@]4(O)[C@@H](C2)N(CC2CC2)CC[C@]314 (some centres undefined)
  3% | 0 | 4% | 5 | -2 | -13% | 12% | 1% | 3.9
(20) O=[N+]([O-])c1cc(-n2cnnn2)c(O)c([N+](=O)[O-])c1
  -11% | -26 | ? | 5 | -12 | -21% | -1% | 11% | -0.7
(21) O=C(CCl)NCC1CCCO1 (centres undefined)
  8% | -4 | -12% | -1 | -2 | 6% | 0% | 8% | -3.7
(22) CCn1nc(-c2cccs2)nc2c(=O)n(C)c(=O)nc1-2
  2.8µM* | 0 | ? | -16 | -81* | -14% | -28% | -34% | 0.6
(23) CCc1cc2c(N3CCN(C)CC3)ncnc2s1
  -3% | 1 | 4% | -1 | ? | -7% | -5% | -6% | -0.2
(24) NNC(=O)c1ccc(Cl)cc1
  -24% | -4 | ? | -8 | ? | -3% | -2% | 4% | -0.7
(25) Cc1ccc2c(c1)cc1c(=O)n(CC(=O)N3CCC4(CC3)OCCO4)nc(C)n12
  5% | -6 | 2% | 9 | 19 | 1% | 5% | 4% | -0.4
(26) O=C1NC(=O)N(c2ccc3c(c2)OCO3)C(=O)/C1=C/c1ccc(N2CCCC2)o1
  20% | -1 | -20% | -1 | 5 | 71%[activator] | -7% | -4% | 12
(27) CN(Cc1ccccc1)C(=O)c1cccc(NC(=O)Cc2ccc([N+](=O)[O-])cc2)c1
  ? | -2 | ? | 3 | 5 | -6% | 6% | 3% | -3.9
(28) O=C(COc1ccccc1)N1CCN(C2CCCC2)CC1
  12% | 0 | -5% | -4 | ? | 3% | -1% | -2% | 0.1
(29) CSCCC(c1nnnn1C1CCCC1)N1CCC2(CC1)C(=O)NCN2c1ccccc1 (centres undefined)
  -9% | -1 | -3% | -6 | -18 | 2% | 2% | 0% | 0.0
(30) CC1(C)Cc2c(sc3c2C(=O)NC(c2cccnc2)N3)CO1 (centres undefined)
  0% | / | -12% | -6 | 39 | -28% | 0% | -11% | -0.9
(31) COC(=O)C1=C(c2ccc(F)cc2OCc2ccccc2)C[C@@H]2CC[C@H]1N2C(=O)NCc1ccc(C(F)(F)F)cc1
  ? | -2 | -5% | 0 | 5 | -5% | -3% | -5% | -0.3
(32) CCOCCCNC(=O)CN1C2CCC1CC(O)(c1ccc(OC)cc1)C2 (centres undefined)
  -13% | / | 10% | -29 | -72* | 2% | 1% | 0%[57.1 µM] | -0.3
(33) O=C1NC(=S)NC(=O)C12C(c1ccccc1)NC(=S)NC2c1ccccc1 (centres undefined)
  7% | 0 | 4% | 9 | -2 | -15% | 2% | -26% | 0.1
(34) COc1cccc(CNC(=O)CCC(=O)N2C[C@H]3C[C@H](C2)c2cccc(=O)n2C3)c1OC
  7% | -2 | 3% | 13 | -29 | -7% | 13% | 5% | 1.3
(35) Cc1ccsc1CNCCc1ccccc1F
  -11% | 1 | -15% | -12 | -18 | 0% | 11% | -4% | 0.2
(36) CC(CCc1ccccc1)NC(C)C(O)c1ccc(O)cc1 (centres undefined)
  16% | -4 | 6% | 0&-8 | -70* | -22% | ? | -2% | -0.1
(37) CCn1c(O)c(C=NCCN2CCOCC2)c(=O)[nH]c1=S
  -6% | -9 | -6% | -4 | -23 | 0% | -1% | 3% | 2.3
(38) CCN(CC)CC(=O)Nc1ccc(Cl)cc1C(=O)c1ccccc1
  ? | 12 | 8% | 1 | 23 | -14% | -2% | -12% | 0.8
(39) CC1(Cc2ccc(C(F)(F)F)nc2)C(=O)Nc2cc(-c3ccccc3Cl)ccc21 (centres undefined)
  ? | 1 | 3% | -2 | -9 | -9% | 5% | -6% | -0.8
(40) Cc1cc2oc(=O)cc(-c3cc4ccccc4o3)c2cc1OC(=O)N(C)C
  25% | 3 | -1% | 2 | -1 | -9% | 0% | -5% | -3.4
(41) CN(C)c1nc(OCc2ccccc2)c2ncc(=O)[nH]c2n1
  24% | 8 | 8% | 3 | -29 | 0% | -3% | -3%[11.6 µM] | 1.6
(42) CCC(=C(c1ccc(OC)cc1)c1ccc(OC)cc1)c1cn(CC(O)CN2CCN(C)CC2)c2ccccc12 (centres undefined)
  10µM* | 5 | ? | -1 | 3 | 0% | -22% | 1% | -0.9
(43) CC1([N+](=O)[O-])COP(=O)(NCc2cccnc2)OC1 (centres undefined)
  18% | 0 | -1% | -6 | 0 | -2% | 2% | 5% | 0.0
(44) CCCCCn1c(=O)c(C(=O)Nc2ncccc2C)c(O)c2ccccc21
  ? | -3 | -5% | 1 | 13 | -2% | 11% | 3% | -3.7
(45) COc1ccc(CCNCc2cccn2C)cc1
  13% | 0 | 3% | -5 | 5 | -1% | -6% | 2% | -0.2
(46) CCCCCCC(N)CC(=O)O (centres undefined)
  3% | 0 | 15% | 5 | 3 | -3% | 0% | -5% | -0.1
(47) O=C1NC(=O)C(=CN2CCc3ccccc32)C(=O)N1
  6% | 5 | 28% | 4 | -9 | -6% | -6% | -19% | 2.5
(48) CCOC(=O)CC(SP1(=S)OCC2(CCCCC2)CO1)C(=O)OCC (centres undefined)
  ? | -16 | 7% | -9 | -15 | -9% | -4% | -29% | -3.1
(49) c1cc2c(cc1C1CCCCC1)c1c3n2CCCNC3CCC1 (centres undefined)
  4µM* | -3 | ? | 5 | 3 | -1% | -22% | -1% | -0.7
(50) Cc1cc(/C=C2\C(=O)NC(=O)N(c3ccc(Cl)cc3)C2=O)c(C)n1C
  20% | 2 | 3% | -2 | -6 | -9% | 1% | -5% | 2.0
(51) CC(=O)C1CCC2(O)C3CCC4=CC(=O)CCC4(C)C3CCC12C (centres undefined)
  0% | 0 | -3% | -2 | -5 | -10% | -11% | -2% | -3.7
(52) CN(C)CCN=Cc1c(O)n(Cc2ccco2)c(=O)[nH]c1=O
  -1% | -3 | 3% | 0 | -28 | -3% | -8% | 11% | -1.5
(53) CC(=NCCO)c1c(O)n(C2CCCCC2)c(=O)[nH]c1=O
  10% | 5 | -13% | 0 | -16 | 0% | 5% | -3% | -0.3
